Bioassay records from PubChem BioAssay.
XIAP displacement = XIAP antagonists, biochemical, IAP family, fluorescence polarization (AID 1018). 200,000 tested, 0.007% active. displacement, % at 20 µM; hits with a dose series show IC50 in µM. XIAP BIR domain, fluorescence polarization peptide displacement; higher % means a stronger effect; in the data active = displacement above about 50%; also: a part of the inactive calls stands beside numbers as strong as those of hits
PMI inhibitors = inhibitors of human PMI, primary screen, biochemical, fluorescence intensity, coupled assay (AID 1209); one-dose inhibition, % at 20 µM; IC50 in µM for titrated hits; 190,000 tested, 0.42% active; purified PMI enzyme, coupled fluorescence intensity; higher % means a stronger effect;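 also: plate controls were DMSO vehicle for no effect and wells lacking substrate for full effect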
human PMI inhibitors = MPI inhibition at elevated mannose 6-phosphate – biochemical, fluorescence intensity, high mannose 6-phosphate, primary screen (AID 1220). recombinant PMI enzyme, coupled fluorescence intensity; higher % means a stronger effect. one-dose inhibition, % at 20 µM; IC50 in µM for titrated hits. 190,000 tested, 0.66% active
RSV CPE inhibition = RSV antiviral activity via CPE protection, HEp-2 cells, primary 10 µM value included (AID 2391); 310,000 tested, 0.13% active; HEp-2 cells, RSV-induced CPE inhibition; higher % means a stronger effect; one-dose CPE inhibition, % at 10 µM; IC50 in µM for titrated hits; in the data active = a potency from the dose series; inconclusive = CPE inhibition mostly from about 23% at the one dose, without a potency; inactive = the rest, 99 in 100 with CPE inhibition below about 21%; also: strong numbers were not always called active
WT yeast gro inh = growth inhibition of WT yeast, mitochondrial fusion screen; mitochondrial fusion phenotypic screen, WT strain; inhibition, % at 10 µM; 190,000 tested, 2.1% active; AID 1362; in the data active = inhibition above about 58%; tested in S. cerevisiae
Myeloid diff 2 = compounds promoting myeloid differentiation; calls only at 10 µM; ER-HoxA9 myeloid progenitors, lysozyme-GFP differentiation, flow cytometry; AID 624256; 360,000 tested, 1% active;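 active = normalized GFP-positive differentiation at or above the plate's own cutoff, the solvent-only control mean plus 3 SD; inconclusive = no clear call, values can overlap the other calls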;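 also: cells exposed to compound for four days before flow analysis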
Salmonella PhoP GFP = PhoP-dependent GFP reporter repression – Salmonella Typhimurium, primary screen (AID 1863); S. Typhimurium PhoP-regulated promoter GFP reporter, 4 h; higher % means a stronger effect; inhibition, % at 50 µM; hits with a dose series show IC50 in µM; 300,000 tested, 0.16% active;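 active = inhibition over 29.93%, a cutoff 3 SD above the screen mean, later confirmed by dose response; inconclusive = inhibition over 29.93% but no dose response follow-up; inactive = inhibition at most 29.93% or unconfirmed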;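 also: 0% = low Mg2+ inducing control and 100% = high Mg2+ repressing control; strong numbers were not always called active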
Siah-1 displacement = blockers of Siah-1 interaction with plectin peptide – biochemical, fluorescence polarization, rhodamine-plectin, uHTS, primary screen (AID 1817) | displacement, % at 20 µM; hits with a dose series show IC50 in µM | 290,000 tested, 0.02% active | Siah-1 / rhodamine-plectin peptide fluorescence polarization; higher % means a stronger effect;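 active = displacement of at least 50% at 20 µM, with a fluorescence ratio check between 0.3 and a set limit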;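 also: plate controls were Siah plus tracer with DMSO for no effect and tracer alone without Siah for full effect; strong numbers were not always called active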
TNAP activation fold = stimulation of alkaline phosphatase TNAP activity – biochemical, luminescent, no phosphate acceptor, uHTS, primary screen (AID 1001) | purified TNAP, luminescent activation assay, no phosphate acceptor; higher activation fold means a stronger effect | activation fold at 20 µM, or EC50 in µM where a hit was titrated | 200,000 tested, 0.03% active; in the data active = activation fold from about 3, or a potency from the dose series; inactive = the rest, 99 in 100 with activation fold below about 1.6; also: many of its hits are not listed in these tables
WT yeast gro inh mutant strain = second read-out of WT yeast gro inh, no call of its own (marks repeat the call); inhibition, %; mitochondrial fusion phenotypic screen, mutant strain inhibition
Myeloid diff 2 GFP+ MAC1+ % = recorded beside Myeloid diff 2, whose call it bears; GFP+ MAC1+ double positive, %; measured here: differentiation confirmed by MAC1 staining
Starred values were filed as active, the others as inactive; i = inactive; ? = inconclusive; . = no result given; & = joins results of further samples. Rule as the data show it, unless noted: active = inhibition above about 50%; inactive = the rest.

| structure | XIAP displacement | PMI inhibitors | human PMI inhibitors | RSV CPE inhibition | WT yeast gro inh | WT yeast gro inh mutant strain | Myeloid diff 2 | Myeloid diff 2 GFP+ MAC1+ % | Salmonella PhoP GFP | Siah-1 displacement | TNAP activation fold |
| --- | --- | --- | --- | --- | --- | --- | --- | --- | --- | --- | --- |
| CNC(=O)c1cc(C(=O)c2ccccc2Br)c[nH]1 | . | . | . | 2.9% | . | . | i | 0.4 | -1% | -2% | . |
| Cc1c(C(=O)N/N=C/c2ccccn2)nnn1-c1nonc1N | . | . | . | 2.3% | . | . | i | 0.5 | 6% | -2% | . |
| CCc1cc(C)cc(OCCNC(=O)c2ncn[nH]2)c1 | 2.5% | 9% | 6% | 0.9% | -2 | -4 | i | 7.6 | -2% | -1% | 1.2 |
| Nc1sccc1C(=O)c1ccc(Cl)cc1 | -4.5% | 7% | 0% | . | 21 | 21 | i | 0.3 | 10% | 4% | 1.1 |
| COCC(C)NC(C(=O)Nc1ccc(Cl)c([N+](=O)[O-])c1)c1ccccc1 (stereo not given) | -4.6% | 0% | 0% | 3.7% | 13 | 11 | i | 2.2 | -7% | 9% | 1.2 |
| COc1ccc(C(=O)NCCC(C)C)cc1S(=O)(=O)N1CCOCC1 | -2.7% | 9% | 10% | 1.4% | 5 | 1 | i | 0.5 | 4% | 0% | 1.1 |
| CCOC(=O)C1Nc2ccc(C(=O)O)cc2C2C=CCC12 (stereo not given) | . | . | . | 0.7% | . | . | i | 0.2 | 3% | 17% | . |
| CCOC(=O)NC(=O)/C(C=Nc1ccc(Cl)c(Cl)c1Cl)=C(\C)O | 0.0% | -17% | -3% | 1.1% | -10 | -2 | i | 0.2 | 4% | 4% | 1.1 |
| COc1ccccc1-n1c(CNC(=O)c2ccc(S(=O)(=O)N3CCOCC3)cc2)n[nH]c1=S | -3.7% | -2% | -4% | -0.7% | 2 | 11 | i | 1.4 | -6% | 2% | 1 |
| Oc1ccc(/C=N/Nc2ncnc3nc[nH]c23)cc1 | . | . | . | -0.4% | . | . | i | 0.6 | 1% | -4% | . |
| COc1cccc(-n2c(=O)c3sccc3n(CC(=O)NC3CCCCC3)c2=O)c1 | . | . | . | 0.3% | . | . | i | 0.7 | 3% | -7% | . |
| Cc1ccc2nc(NC(=O)Cc3cccs3)sc2c1 | -6.3% | -11% | -13% | -1.4% | 2 | -3 | i | 0.8 | 0% | -4% | 1.2 |
| Cc1ccc(S(=O)(=O)NCC(=O)NC2CC2)cc1 | . | . | . | 0.1% | . | . | i | 0.3 | -1% | 21% | . |
| CCC(=O)Nc1ccccc1C(=O)OCC(=O)Nc1ccc(S(N)(=O)=O)cc1 | -0.2% | 1% | -8% | 0.3% | 4 | 17 | i | 6.9 | -9% | -4% | 1 |
| Cc1nn(-c2ccccc2)c(Cl)c1/C=N/NC(=O)CNC(=O)c1ccccc1Cl | -4.6% | 2% | -8% | 5.5% | -16 | 7 | i | 0.0 | -5% | 1% | 1.1 |
| COc1ccc(-c2ccc(C(c3c(C)[nH][nH]c3=O)c3c(C)[nH][nH]c3=O)o2)c([N+](=O)[O-])c1 | -3.6% | -6% | 0% | . | 20 | 10 | i | 0.1 | 10% | -3% | 1.3 |
| CC1(c2nnc(-c3ccc(Cl)cc3)o2)CC(c2c(Cl)cccc2Cl)=NO1 (stereo not given) | . | . | . | 2.4% | . | . | i | 0.9 | -6% | 0% | . |
| COc1ccc(OC)c(NC(=O)c2cnn(-c3ccccc3)c2C)c1 | . | . | . | 1.5% | . | . | i | 0.4 | 0% | 2% | . |
| CSc1n[nH]c(=O)n1-c1ccc(Cl)cc1 | . | . | . | -0.4% | . | . | i | 1.3 | -3% | -5% | . |
| Cc1cc2c(ncn2C)c(NS(=O)(=O)c2ccc(Cl)cc2)c1C | -2.3% | -4% | -6% | 4.2% | 18 | -9 | i | 0.7 | 5% | -1% | 1.3 |
| NC(=O)COC(=O)c1sc2ccccc2c1Cl | -5.4% | -36% | -27% | 3.5% | -9 | 11 | i | 0.3 | 4% | 4% | 1 |
| Cc1ccc(NC(=O)CN2CCC(NC(=O)C3CCCCC3)CC2)c(Br)c1 | -7.0% | 10% | 5% | 16% | 1 | -3 | i | 1.2 | -10% | 12% | 1.2 |
| CCOCCCNc1ccc(-c2ccccc2)nn1 | 2.8% | 6% | 1% | 1.0% | 3 | -9 | i | 6.8 | 14% | -3% | 1.1 |
| O=C(O)COc1ccc(S(=O)(=O)N2CCCC2)cc1 | . | . | . | 0.4% | . | . | i | 0.8 | -1% | 3% | . |
| COc1ccc(-c2cn3cccnc3n2)cc1F | -7.5% | -15% | -17% | 1.6% | 14 | 22 | i | 0.7 | 11% | -2% | 1.1 |

Brought forward from above: two entries; new compounds follow.
| structure | XIAP displacement | PMI inhibitors | human PMI inhibitors | RSV CPE inhibition | WT yeast gro inh | WT yeast gro inh mutant strain | Myeloid diff 2 | Myeloid diff 2 GFP+ MAC1+ % | Salmonella PhoP GFP | Siah-1 displacement | TNAP activation fold |
| --- | --- | --- | --- | --- | --- | --- | --- | --- | --- | --- | --- |
| O=C(O)COc1ccc(S(=O)(=O)N2CCCC2)cc1 | . | . | . | 0.4% | . | . | i | 0.8 | -1% | 3% | . |
| COc1ccc(-c2cn3cccnc3n2)cc1F | -7.5% | -15% | -17% | 1.6% | 14 | 22 | i | 0.7 | 11% | -2% | 1.1 |
| Cc1ccc(CNC(=O)C2CCN(S(=O)(=O)c3c(C)noc3C)CC2)cc1 | -3.1% | 9% | 2% | 0.2% | 19 | 15 | i | 1.5 | -1% | 1% | 1.1 |
| CC(C)c1ccc(CN(C)CC(O)c2ccccc2)cc1 (stereo not given) | -3.2% | 1% | -2% | -2.8% | -1 | 10 | i | 2.2 | -6% | 2% | 1.1 |
| COc1cccc(CN2C(=O)CCC2(C)C(=O)NC2CCCC2)c1 (stereo not given) | -6.8% | -4% | -5% | 1.1% | -8 | -15 | i | 1.1 | -2% | 0% | 1.2 |
| CCn1cc(C(=O)NCC(=O)NCCCN2CCOCC2)c(=O)c2cc3c(cc21)OCO3 | . | . | . | 0.3% | . | . | i | 3.5 | 6% | 1% | . |
| Cc1ccc(C)c(N2CCN(C3CCCCC3NS(=O)(=O)c3ccccc3)CC2)c1 (stereo not given) | . | . | . | 16% | . | . | i | 1.4 | -5% | -1% | . |
| COc1ccc(NC(=O)C(=O)NNC(=O)C(C)Oc2ccc(Cl)cc2Cl)cc1 (stereo not given) | -8.6% | -9% | 4% | 2.6% | 15 | -22 | i | 0.0 | -4% | 16% | 2.4 |
| CC(=O)C(Cc1cccc(F)c1)(Cc1cccc(F)c1)C(C)=O | -5.2% | 6% | 7% | 2.2% | -4 | 7 | i | 1.7 | -10% | 7% | 1.1 |
| O=C(Nc1ccc(NC(=O)C2CCCCC2)nc1)c1ccccn1 | 3.4% | -1% | 1% | 4.2% | 9 | 7 | i | 0.1 | -2% | -4% | 1 |
| Cn1c(SC(C(=O)Nc2ccc(F)cc2)c2ccccc2)nc2ccccc21 (stereo not given) | -1.3% | 14% | 2% | 5.4% | 56 | -8 | i | 0.2 | -2% | -6% | 1.3 |
| CC1CC(C)CN(S(=O)(=O)c2cc(C(=O)O)c(Cl)s2)C1 (stereo not given) | -3.6% | -20% | -15% | 1.5% | 10 | 0 | i | 0.5 | 21% | 0% | 1.1 |
| CCCCCOC(=O)Cn1c(=O)c2c(nc(N3CCOCC3)n2C)n(C)c1=O | -2.9% | -7% | -7% | 1.7% | -13 | 16 | i | 2.1 | -1% | 2% | 1.1 |
| O=C1C(Cl)=C(NCC2CCCO2)C(=O)N1CCc1ccccc1 (stereo not given) | -4.2% | -16% | -31% | 0.1% | 26 | 67 | i | 4.5 | 4% | 1% | 0.9 |
| CC(=O)Nc1ccc(S(=O)(=O)NC(C)c2ccccc2)cc1 (stereo not given) | . | . | . | -0.1% | . | . | i | 0.7 | 6% | 0% | . |
| COc1cc2nc(CN(C)CC(=O)Nc3ccc(N4CCOCC4)cc3)[nH]c(=O)c2cc1OC | -0.3% | 4% | 9% | . | . | . | i | 1.1 | . | -3% | 1.2 |
| O=C(Cn1nnc2ccccc2c1=O)NC1CCCCC1 | . | . | . | 3.0% | . | . | i | 0.4 | -3% | 3% | . |
| O=C(Nc1ccccc1)N1CC=C(c2ccccc2)CC1 | -5.4% | -16% | -43% | 5.9% | 8 | 15 | . | . | 7% | 4% | 1.1 |
| O=C(NCc1ccccc1F)C1CCN(C(=O)c2sccc2-n2cccc2)CC1 | -4.2% | -1% | -11% | 2.4% | -1 | 1 | i | 0.8 | 5% | 13% | 1.1 |
| Cc1cc(N2CCOCC2)nc(SCc2ccc(Cl)cc2Cl)n1 | -4.9% | 7% | 6% | 3.9% | 20 | 8 | i | 1.7 | 0% | -1% | 1 |
| O=C(OCc1nnc(-c2ccccc2)o1)c1cc(S(=O)(=O)N2CCOCC2)c(Cl)cc1Cl | -4.4% | 11% | 4% | 1.9% | -7 | 11 | i | 0.5 | -5% | -4% | 1 |
| CCOC(=O)c1nn(-c2ccccc2)c(=O)cc1SC(C)CC (stereo not given) | -6.4% | -8% | -1% | -0.6% | -5 | -3 | i | 5.9 | -7% | -2% | 0.9 |
| Clc1cc(Cl)cc(C2=NCCC(c3ccccc3)O2)c1 (stereo not given) | -2.0% | 14% | 16% | 0.9% | 75* | 28* | . | . | 3% | -6% | 1 |
| COc1ccc(/C=C/C(=O)Nc2cc(C)on2)cc1 | -8.9% | -11% | -10% | 1.4% | 4 | -6 | i | 0.1 | 5% | -2% | 1 |
| Cc1ccc(CC(=S)N2CCOCC2)cc1 | -4.5% | 28% | -5% | 1.3% | -5 | -6 | i | 0.5 | 11% | -1% | 1.1 |
| C=C(C)COc1ccc(-c2n[nH]c(C)c2-c2ccc(OC)c(OC)c2)c(O)c1 | . | . | . | 1.9% | . | . | ? | . | 1% | -1% | . |
| Cc1cccc(C(=O)O/N=C(\N)c2ccccn2)c1 | . | . | . | 1.0% | . | . | i | 1.9 | -9% | -2% | . |
| CC(C)C(=O)N(Cc1ccccc1)c1ccccn1 | -7.5% | 2% | 3% | 2.7% | 16 | 22 | i | 4.1 | -4% | -1% | 1.1 |
| COC(=O)N1C(=O)[C@](c2ccccc2)(C2CCCC2)N1C(=O)OC | . | . | . | 1.0% | . | . | i | 1.1 | -5% | -2% | . |
| COc1ccc(CCNC(=O)C(=O)Nc2nccs2)cc1OC | -3.5% | 8% | 9% | 1.8% | -10 | -10 | i | 1.0 | -5% | -3% | 1.2 |
| OCCN1CCN(CC(O)COc2ccc3ccccc3c2)CC1 (stereo not given) | -4.7% | 3% | -7% | 0.2% | -11 | -15 | i | 0.4&0.6 | -10% | 1% | 1.1 |
| Cc1csc(NC(=O)CSc2nc3ccccc3c3c2CCCC3)n1 | -7.0% | 7% | 6% | 8.4% | 20 | -5 | i | 0.3 | -1% | -1% | 1.1 |
| O=C(CSCc1cnn(-c2ccccc2)c1-n1cccc1)NCCN1CCOCC1 | -2.9% | 3% | 1% | 0.1% | 8 | 15 | i | 0.8 | 9% | 1% | 1.2 |
